ST2 IL33 inh = blocks human ST2 binding to IL-33; Q01638; AlphaLISA ST2-Fc/biotin-IL-33 interaction, 1 h; inhibition, % for hits at 17 µM; 78,000 tested, 2.3% active; AID 1259354; in the data active = inhibition above about 30%; inconclusive = mostly about 10% to 28%
Target sequence (Q01638 whole entry, looked up): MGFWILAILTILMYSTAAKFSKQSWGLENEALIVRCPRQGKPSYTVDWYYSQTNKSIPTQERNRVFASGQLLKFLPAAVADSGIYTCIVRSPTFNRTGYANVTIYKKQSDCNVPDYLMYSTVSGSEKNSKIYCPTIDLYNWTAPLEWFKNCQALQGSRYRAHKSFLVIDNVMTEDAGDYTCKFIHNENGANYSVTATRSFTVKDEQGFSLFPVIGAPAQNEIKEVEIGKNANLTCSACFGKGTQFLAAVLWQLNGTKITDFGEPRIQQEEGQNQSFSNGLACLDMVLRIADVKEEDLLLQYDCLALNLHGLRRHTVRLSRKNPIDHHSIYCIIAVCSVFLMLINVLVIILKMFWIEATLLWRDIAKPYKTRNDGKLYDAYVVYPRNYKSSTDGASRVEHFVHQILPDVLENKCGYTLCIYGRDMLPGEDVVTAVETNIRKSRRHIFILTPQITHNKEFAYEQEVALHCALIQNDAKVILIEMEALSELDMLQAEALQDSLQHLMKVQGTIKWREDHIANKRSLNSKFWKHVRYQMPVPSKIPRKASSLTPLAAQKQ
Active calls of the source: *; i = inactive; ? = inconclusive.

SMILES	ST2 IL33 inh
Clc1cccc(C=Nc2ccc(I)cc2)c1	?
COc1cccc(N(C(C)=O)C2=C(N(C)C)C(=O)c3ccccc3C2=O)c1	?
CCC1CCCCN1C(=O)c1cc2c(=O)n3ccccc3nc2n1C (stereo unspecified)	i
O=C(Nc1ncnc2sc3c(c12)CCC3)c1ccco1	i
Cc1ccccc1N1C(=O)NC2CC1(C)Oc1ccc(Br)cc12 (stereo unspecified)	i
N#CC1(S(=O)(=O)c2ccc(Cl)cc2)CC1	i
CC1=C(C(=O)Nc2ccc(Cl)cc2)C(c2ccc(Cl)cc2)n2nnnc2N1 (stereo unspecified)	i
CC1CCCCN1S(=O)(=O)c1ccc2c(c1)CCN2C(=O)CCC(=O)O (stereo unspecified)	i
CCC(C)NC(=O)CCc1c(C)nc2cc(-c3ccccc3)nn2c1C (stereo unspecified)	?
COc1ccccc1/C=C/CN(C)C1CCN(C)CC1	i
CC(=O)c1ccc(N2CCN(Cc3ccccn3)CC2)cc1	?
Cn1c(=O)n(C)c2cc(CNC(=O)Cc3c[nH]c4ccccc34)ccc21	30.0%*
O=C(NCCSc1c[nH]c2ccccc12)c1ccc2c(c1)OCO2	?
Cc1ccc(N2C(=O)C(N3C(=O)c4cccc([N+](=O)[O-])c4C3=O)C2c2cccs2)cc1F (stereo unspecified)	32.0%*
COc1ccc(-n2c(O)c(C=Nc3ccc(C(F)(F)F)cc3)c3ccccc3c2=O)cc1	?
CCn1c(SCC(=O)Nc2ccc(OC)cc2)nnc1-c1cccs1	i
COc1ccc(CN2CCC(N3CCN(CCO)CC3)CC2)cc1OC	i
CN1CCN(CCCNC(=O)C2CCN(c3ccc(-c4cccs4)nn3)CC2)CC1	i
Cc1nnc(Sc2cc(C(=O)NCCCN3CCCC(C)C3)c3ccccc3n2)s1 (stereo unspecified)	?
CC(=O)Nc1ccc2c(c1)NC(=O)CC2c1ccnc2ccccc12 (stereo unspecified)	i
O=C(CC1CCCCC1)Nc1cccc([N+](=O)[O-])c1	i
Cc1ccc2oc(C(=O)N(C)Cc3cccc(-n4cccn4)c3)c(C)c2c1	i
N#Cc1cccc(-c2ccnc(N[C@H]3CO[C@H]4[C@@H]3OC[C@@H]4NC(=O)c3ccc(C(F)(F)F)cc3)n2)c1	i
CN(Cc1ccco1)C(=O)c1ccc2c(c1)ncn2C1CCCC1	i
Cc1ccccc1OCC(=O)Nc1ccc(C)c(OCc2cc(=O)n3cccc(C)c3n2)c1	i
CCC(=O)N1CCc2cc(Br)cc(S(=O)(=O)N3CC=C(c4ccccc4)CC3)c21	i
O=C(Nc1ccccc1-c1nc2ccccc2s1)c1ccc2c(c1)OCCO2	i
c1ccc(CN=C2CCCc3ccccc3N2)cc1	?
O=C(COc1ccccc1)NC(Cc1c[nH]c2ccccc12)C(=O)O (stereo unspecified)	i
Cc1c(Cl)cccc1N=Cc1nc(-c2ccccc2F)oc1O	?
COc1ccc(CCn2nnnc2C2(c3ccc(C)cc3)CC2)cc1	i
CCCSc1nc2nc3c(cc2c(=O)n1-c1ccc(OC)cc1)COC(C)(C)C3	44.0%*
CCc1nc(CN2CCc3[nH]cnc3C2c2ccc(NC(C)=O)cc2)c(C)[nH]1 (stereo unspecified)	i
COc1cc(N2C[C@@H]3[C@@H]4CC[C@@H](C4)[C@@H]3C2)nc(N)n1	?
CCOc1ccc(/C=C2\SC(N3CC(C)OC(C)C3)=NC2=O)cc1OC (stereo unspecified)	i
CC(C)Cn1cc(C(=O)NCCCN2CCCC2=O)c2c3ccccc3n(C)c2c1=O	i
O=C(NC1CC1)c1cc2n(n1)CCCNC2	i
COc1cc(Cl)ccc1OCc1cc(C(=O)N2C[C@@H]3CC[C@H]2C3)no1	i
COc1cccc(C(=O)N2CCN=C2SCc2cccnc2)c1OC	i
CCCCN(C)C(=O)C1c2cc(OC)c(OC)cc2C(=O)N(C)C1c1cccs1 (stereo unspecified)	i
O=C(Nc1ccc(-c2ccn[nH]2)cc1)C1CCCN(C/C=C/c2ccccc2)C1 (stereo unspecified)	i
Cn1c(=O)n(Cc2ccccc2F)c(=O)c2c1nc1n2CCN1c1ccccc1	i
CC1=C(C(=O)Nc2ccc(C)cc2)C(c2ccc(Br)cc2)n2ncnc2N1 (stereo unspecified)	?
Cc1cc(NC(=O)CSc2cn(Cc3ccc(Cl)cc3)c3ccccc23)no1	i
OC[C@@H]1O[C@H](CNC2CCOCC2)[C@H](N2CCN(c3ncccn3)CC2)[C@@H]1O	?
CCc1ccc(CN(C)Cc2nc(Cc3ccc(OC)c(OC)c3)no2)nc1	i
CC(C)C(=O)NC1CC(=O)N(c2ccc(F)cc2)C1 (stereo unspecified)	i
CCCN1CCN(C(=O)c2cn(CC(C)C)c(=O)c3cc(OC)c(OC)cc23)CC1	i
CN(CCN1CCOCC1)Cc1nc(-c2ccc(Cl)cc2)no1	i
COc1ccccc1C(=O)Nc1cc(Br)cc2cccnc12	?
O=C(O)c1cccc(N2C(=O)c3ccc(Oc4ccccc4)cc3C2=O)c1	i
O=C(Nc1cccc([N+](=O)[O-])c1)c1cccc(Cl)c1Cl	i
O=C(N[C@@H]1c2ccccc2C2(CCN(C(=O)/C=C/c3ccc(F)cc3)CC2)[C@H]1O)c1ccccc1	i
c1cc2cc(CN3CCOC4(CNCCOC4)C3)ccc2o1 (stereo unspecified)	i
CCOC(=O)c1c(NC(=O)C(C)Oc2ccc(F)cc2)sc2c1CCCC2 (stereo unspecified)	?
CN(C(=O)c1ccc2[nH]c(=O)[nH]c2c1)C1Cc2ccccc2C1	i
COc1ccc(-c2cc(CNC(=O)C3CC=CCC3)no2)cc1 (stereo unspecified)	i
Cc1ccc(-n2nc3c(c2NC(=O)c2cccs2)CSC3)cc1	i
CC(C)C(NS(=O)(=O)c1cccs1)C(=O)NC1CCCCC1 (stereo unspecified)	i
COc1ccc(C(=O)Nc2c(C)cc(C)cc2C)cc1OC	i

Other structures.
SMILES	ST2 IL33 inh
O=[N+]([O-])c1ccccc1-c1ccc(CN2CCN(Cc3ccccc3)CC2)o1	?
CN(Cc1csc(C23CC4CC(CC(C4)C2)C3)n1)[C@@H]1CS(=O)(=O)C[C@H]1O	?
Cn1c(=O)c2c(nc(NC3CCCCC3)n2Cc2ccc(Cl)cc2)n(C)c1=O	i
CCOc1nc(-c2ccccc2O)nc2ccccc12	?
COc1ccc(N(C)C)cc1	32.0%*
Cc1ccc(CNC(=O)c2c(C)cc(=O)oc2C)cc1	i
CCCc1nnc(C[C@@H]2C[C@@H](C(C)C)[C@H](CN3CC[C@H](NC(C)=O)C3)C=C2C)o1	?
CCC1(C)Cc2c(sc3nc(SC)n4c(SCc5ccccc5)nnc4c23)CO1 (stereo unspecified)	?
COc1ccc(-c2cc(C[C@H]3CNCC[C@H]3CC(=O)NCc3ccc(OC)c(OC)c3)no2)cc1	i
CN(C)c1ccc(/C=C/c2nc(=O)c3ccccc3o2)cc1	55.0%*
O=C(Nc1nccs1)C1CCN(S(=O)(=O)c2cccc3cccnc23)CC1	i
O=C(c1ccco1)c1nc2c(n1O)CCCCC2	i
NC(=O)c1nnn(-c2nonc2N)c1-c1cccc([N+](=O)[O-])c1	i
O=C1CCc2cc(S(=O)(=O)NCc3ccccc3)ccc2N1	i
O=C(c1cn(-c2ccccc2)nn1)N1CCN(C(=O)C2CCCO2)CC1 (stereo unspecified)	?
Cc1cccc(-n2ncc3c(Nc4ccc(F)cc4)ncnc32)c1	i
CCOc1ccc(-c2cn(-c3ccc(Cl)cc3)c(=O)[nH]2)cc1Cl	i
C=C1C(=O)OC2/C=C(\COC(C)=O)CC/C=C(/C=O)CC(OC(=O)C(C)CC)C12 (stereo unspecified)	i
CCCCOC(=O)C1=C(C)Nc2nnnn2C1c1c(F)cccc1Cl (stereo unspecified)	i
CC(C)(C)C(=O)Nc1ccc(NC(=O)c2ccco2)cc1	i
O=c1[nH]cnc2c1Cc1c(nc[nH]c1=O)O2	?
Cc1cccc(C(=O)N2CCCC(CCC(=O)Nc3ccc(C(F)(F)F)cc3)C2)n1 (stereo unspecified)	?
O=c1c2cnn(-c3ccccc3)c2ncn1Cc1ccc(Cl)c(Cl)c1	i
CCN1CCCC1CNC(=O)C1(O)c2cc(Br)ccc2NC(=O)N1c1ccccc1 (stereo unspecified)	?
CC(=O)Nc1cccc(Oc2nc(C)nc3sc4c(c23)CCC4)c1	i
O=C(CCS(=O)(=O)c1ccc(Br)s1)Nc1ccccc1F	i
Cc1nc2cc(CC(=O)O)ccc2s1	?
COC[C@H]1CCCN1C(=O)CC[C@H]1CNC(=O)[C@@H]2[C@@H](CCN2Cc2csnn2)N1C	i
CC(=O)c1ccc(NC(=O)N[C@H]2CO[C@H]3[C@@H]2OC[C@@H]3n2nnnc2Oc2ccc(-n3ccnc3)cc2)cc1	i
O=C1CCCC2=C1C(c1ccco1)C1=C(N2)c2ccccc2C1=O (stereo unspecified)	i
Cc1noc2c1C(c1ccc(-c3nc4ccccc4n3C)o1)CC(=O)N2 (stereo unspecified)	i
O=C(Cn1nc(-c2ccccc2)ccc1=O)NCc1ccc(F)cc1Cl	i
O=C(NCCc1nc2cccnc2n1C1CCCCC1)Nc1ccc(F)cc1F	?
Cc1ccc(C(C)C)c(OCCn2ccnc2C)c1	i
CC1N=C2c3ccccc3N=C(SCc3cc(=O)n4cc(Cl)ccc4n3)N2C1=O (stereo unspecified)	i
CCC(=O)Nc1ccc(Br)c(C)c1	i
C=CCn1c(C)csc1=Nc1ccc(S(=O)(=O)Nc2nc(C)cc(C)n2)cc1	i
FC(F)(F)c1cc(-c2ccoc2)c2nc[nH]c2c1	i
Nc1[nH]nc2nc(N3CCCCC3)nc(-c3ccco3)c12	?
Cc1cc(NCCCCO)n2c(nc3ccccc32)c1C#N	?
Cn1c(=O)cc(SCC(=O)N2CCCC2)c2ccccc21	i
O=C(O)CCS(=O)(=O)Cc1cccc(Cl)c1	i
CCc1cn[nH]c1C1CCN(C(=O)c2cc(-c3cnn(C)c3C)n[nH]2)CC1	?
CC1CCc2cc(F)ccc2N1S(=O)(=O)c1ccc([N+](=O)[O-])cc1 (stereo unspecified)	36.0%*
Cc1ccc(C(=O)c2oc3ccccc3c2NC(=O)CN2CCN(C)CC2)cc1	?
COc1ccc(-c2noc(CCC(=O)N3CCN(C4CCCCC4)CC3)n2)cc1	i
O=C(Nc1nccs1)c1sc2ccccc2c1Cl	i
CCNC(=O)O[C@@H]1CO[C@H]2[C@@H]1OC[C@@H]2NC(=O)Nc1ccc(C(C)C)cc1	i
COc1ccc(CN2CCCN(CC(=O)Nc3cccc(Cl)c3)S2(=O)=O)cc1	i
O=C(CSc1ncnc2ccccc12)N1CCOCC1	i
CC(C)NC(=O)C1(S(=O)(=O)c2ccc(Cl)cc2)CC1	i
Cc1cccc(-c2noc(CCC(=O)N3CCCC(N(C)C)CC3)n2)c1 (stereo unspecified)	i
Cc1cccc(Cn2c(CNS(=O)(=O)c3ccc4c(c3)CCCC4)nc3cccnc32)c1	i
O=C(NCCc1cccc(Cl)c1)c1cccc(Cl)c1	i
Cc1ccc(C2(O)CCN(C(=O)c3c(C)[nH]c4c3C(=O)CCC4)CC2)nc1	i
Cc1ccc(C2CC(c3cccs3)=NN2C(=O)CSc2cn(C)c3ccccc23)cc1 (stereo unspecified)	?
Nc1ncnc2n[nH]c(Nc3ccc(F)cc3)c12	?
CCSc1nc2c([nH]c3ccccc32)c(=O)n1-c1ccccc1	i
Oc1ccc(-c2[nH]ncc2Oc2ccccc2)c(O)c1O	51.0%*
CSCCC1COC(c2cccs2)=N1 (stereo unspecified)	?

An excerpt of these results, bar-delimited.
canonical_smiles | ST2 IL33 inh
Cn1c(=O)cc(SCC(=O)N2CCCC2)c2ccccc21 | i
O=C(O)CCS(=O)(=O)Cc1cccc(Cl)c1 | i
CCc1cn[nH]c1C1CCN(C(=O)c2cc(-c3cnn(C)c3C)n[nH]2)CC1 | ?
CC1CCc2cc(F)ccc2N1S(=O)(=O)c1ccc([N+](=O)[O-])cc1 (stereo unspecified) | 36.0%*
Cc1ccc(C(=O)c2oc3ccccc3c2NC(=O)CN2CCN(C)CC2)cc1 | ?
COc1ccc(-c2noc(CCC(=O)N3CCN(C4CCCCC4)CC3)n2)cc1 | i
O=C(Nc1nccs1)c1sc2ccccc2c1Cl | i
CCNC(=O)O[C@@H]1CO[C@H]2[C@@H]1OC[C@@H]2NC(=O)Nc1ccc(C(C)C)cc1 | i
COc1ccc(CN2CCCN(CC(=O)Nc3cccc(Cl)c3)S2(=O)=O)cc1 | i
O=C(CSc1ncnc2ccccc12)N1CCOCC1 | i
CC(C)NC(=O)C1(S(=O)(=O)c2ccc(Cl)cc2)CC1 | i
Cc1cccc(-c2noc(CCC(=O)N3CCCC(N(C)C)CC3)n2)c1 (stereo unspecified) | i
Cc1cccc(Cn2c(CNS(=O)(=O)c3ccc4c(c3)CCCC4)nc3cccnc32)c1 | i
O=C(NCCc1cccc(Cl)c1)c1cccc(Cl)c1 | i
Cc1ccc(C2(O)CCN(C(=O)c3c(C)[nH]c4c3C(=O)CCC4)CC2)nc1 | i
Cc1ccc(C2CC(c3cccs3)=NN2C(=O)CSc2cn(C)c3ccccc23)cc1 (stereo unspecified) | ?
Nc1ncnc2n[nH]c(Nc3ccc(F)cc3)c12 | ?
CCSc1nc2c([nH]c3ccccc32)c(=O)n1-c1ccccc1 | i
Oc1ccc(-c2[nH]ncc2Oc2ccccc2)c(O)c1O | 51.0%*
CSCCC1COC(c2cccs2)=N1 (stereo unspecified) | ?

Some of the entries so far, with bars between the fields.
Structure | ST2 IL33 inh
Cc1cccc(-c2noc(CCC(=O)N3CCCC(N(C)C)CC3)n2)c1 (stereo unspecified) | i
Cc1cccc(Cn2c(CNS(=O)(=O)c3ccc4c(c3)CCCC4)nc3cccnc32)c1 | i

(further entries)
SMILES	ST2 IL33 inh
O=S(=O)(c1ccccc1)N1CCn2c(nc3ccccc32)C1	i
Cc1cccc(Oc2coc3cc(OC(C)C(=O)OC(C)C)ccc3c2=O)c1 (stereo unspecified)	i
Cc1cccc2oc(-c3cc(N=Cc4cc([N+](=O)[O-])ccc4O)ccc3O)nc12	32.0%*
CCOC(=O)c1sc2nc(C)nc(N3CCCCC3C)c2c1C (stereo unspecified)	i
CC(C)=CC(=O)N1CCC2(CC1)CNC(=O)C2	i
Cc1cccc(C)c1Oc1ncccc1CNC(=O)C1COC(=O)N1 (stereo unspecified)	i
Cc1noc(C)c1CNC(C)CCc1c[nH]c2ccccc12 (stereo unspecified)	i
Nc1nc(-c2ccccc2)cc(C(F)(F)F)n1	i
CN1C[C@@H](NC(=O)Nc2ccccc2)C[C@H]1c1nc(-c2ccc(Cl)cc2)no1	?
Cc1cccn2c(CNC(C)CCn3cccn3)cnc12 (stereo unspecified)	i

An excerpt. The share of hits here may be higher or lower than overall.
